Bioassay records: PubChem, several laboratories
Phagocytosis inh – inhibitors of macrophage phagocytosis. J774A.1 macrophage IgG-bead phagocytosis, imaging. inhibition, % at 5 µM. actives 0.07% (n = 110,000). AID 1029;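 active = inhibition above the mean of the plate negative controls plus 5 SD, cut at about 13% in these data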;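 also: phagocytic index as fraction of beads internalized from green versus red external bead signal; plate controls were DMSO negative control for no effect and cytochalasin-D positive control for full effect; some results beyond the cut were filed as inactive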
Measles CPE – protection of cells from measles virus | Measles virus-infected cells, CPE protection, absorbance | protection (pct of control), % at 4 µM | actives 1.5% (n = 140,000); in the data active = protection mostly above about 24%, no sharp cut-off; inactive = mostly below about 26%; also: some compounds called inactive have numbers as strong as hits
Yeast life ext – yeast lifespan extension; S. cerevisiae growth with nicotinamide, OD615; deaD strain in restrictive glucose medium; inhibition of the nicotinamide effect, % at 10 µM; actives 0.68% (n = 130,000); AID 775;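 active = inhibition above a set limit, placed 3 SD over the median of all compounds, cut at about 26% in these data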;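 also: 0% = nicotinamide-treated wells and 100% = cells grown without nicotinamide; some compounds called inactive have numbers as strong as hits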
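Test system – modified budding yeast, DeaD strain · Compound – single dose 10 µM compound, 0.25% DMSO · Times – culture preincubation 4 h, compound exposure 48 h, both 30 °C · Detection – optical density (absorbance) at 615 nm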
Yeast growth inh – chemicals that inhibit yeast BB579 growth in restrictive medium (lifespan-shortening candidates). inhibition, % at 10 µM. actives 0.51% (n = 140,000). S. cerevisiae BB579 growth, OD615, 48 h;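 active = inhibition above a set limit, 3 SD over the mean compound inhibition, cut at about 44% in these data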; also: inactives centre near -24
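Detection: OD615 turbidity measurement; Material: Saccharomyces cerevisiae DeaD strain BB579, replicative lifespan model yeast; Timing: 48 h exposure, 30 °C; Doses: single 10 µM dose; Medium: CSMM-D restrictive synthetic medium containing dextrose (glucose); Controls: amphotericin B at 10 µg/mL as positive control.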
PTEN del growth – growth suppressors of cells with PTEN tumor suppressor deletion. HCT116 PTEN-null viability, CellTiter-Glo, 60 h; hits give low values. actives 1.2% (n = 140,000). viability, % at 10 µM;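 active = viability at or below a set limit, 4 SD under the median of all tested compounds, cut at about 3.7% in these data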;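 also: PTEN knockout HCT116 line with beta catenin targeted HCT116 as companion control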
MRP-1 activ – activates MRP-1 | H69AR cells + doxorubicin, viability rescue, CellTiter-Glo | viability increase, % at 10 µM | actives 0.61% (n = 140,000) | AID 799;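 active = viability gain under doxorubicin at or above a set limit, the compound median plus 3 SD, cut at about 4.7% in these data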;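 also: MRP-1 overexpressing cells given doxorubicin 25 µM after compound pretreatment; 18-22 h compound pretreatment then 72 h with doxorubicin before readout; 0% = doxorubicin-only wells and 100% = vehicle-treated cells without doxorubicin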
E-sel TNF inh – blocks E-selectin expression induced by TNF alpha; inhibition, % at 2 µM; actives 0.71% (n = 120,000); HUVEC TNFa-induced E-selectin immunofluorescence, high content;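 active = inhibition above the batch mean plus 3 SD, and confirmed as a hit on visual image review, cut at about 43% in these data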;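 also: 0% = TNF-stimulated DMSO wells and 100% = unstimulated control wells; not every result past the cut was called active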
GALR2 blocker – blocks the human galanin receptor 2 | actives 0.39% (n = 140,000) | AID 828 | GALR2-expressing cells, antagonist mode | inhibition, % at 4 µM; in the data active = inhibition above about 27%;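 also: cells stimulated with galanin 1-16 at roughly its EC80; 0% = agonist challenge control and 100% = basal control without agonist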
Target sequence (O43603 whole entry, looked up): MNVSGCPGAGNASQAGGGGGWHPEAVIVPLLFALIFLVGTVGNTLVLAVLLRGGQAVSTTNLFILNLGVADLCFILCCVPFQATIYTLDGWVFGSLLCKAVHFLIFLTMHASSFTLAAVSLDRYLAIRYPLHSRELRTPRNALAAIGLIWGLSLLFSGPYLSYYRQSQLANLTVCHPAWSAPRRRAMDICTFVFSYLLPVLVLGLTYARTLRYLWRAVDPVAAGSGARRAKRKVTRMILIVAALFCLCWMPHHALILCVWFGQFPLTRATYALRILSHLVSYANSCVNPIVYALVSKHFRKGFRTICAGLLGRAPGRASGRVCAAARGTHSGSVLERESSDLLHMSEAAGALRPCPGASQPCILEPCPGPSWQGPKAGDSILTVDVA
HCT116 bCat-KO – beta-catenin-lacking colon tumor cell growth suppression; HCT116 beta-catenin knockout viability, CellTiter-Glo, 60 h; hits give low values; actives 1.5% (n = 140,000); viability, % at 10 µM;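 active = viability at or under a set limit, the compound median less 4 SD, cut at about 6% in these data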;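 also: 0% = Hyamine 1622 control at 20 µM and 100% = untreated cell control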
NPY Y2 blocker – blocks the human neuropeptide Y Y2 receptor | P49146 | NPY-Y2 expressing cells, antagonist mode | inhibition, % at 2.7 µM | actives 0.99% (n = 140,000) | AID 793; in the data active = inhibition above about 17%;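 also: 0% = vehicle with agonist challenge and 100% = reference antagonist with challenge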
Target sequence (P49146 whole entry, looked up): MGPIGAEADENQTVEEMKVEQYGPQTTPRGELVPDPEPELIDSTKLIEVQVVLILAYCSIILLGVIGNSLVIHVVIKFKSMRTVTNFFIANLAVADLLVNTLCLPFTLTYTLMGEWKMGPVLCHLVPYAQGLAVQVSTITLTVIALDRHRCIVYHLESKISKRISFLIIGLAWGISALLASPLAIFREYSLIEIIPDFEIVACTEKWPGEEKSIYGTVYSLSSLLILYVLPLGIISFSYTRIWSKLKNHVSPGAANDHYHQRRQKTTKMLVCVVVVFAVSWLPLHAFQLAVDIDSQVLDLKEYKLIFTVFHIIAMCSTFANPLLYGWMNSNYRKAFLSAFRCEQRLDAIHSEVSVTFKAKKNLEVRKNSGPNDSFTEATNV
* = called active by the depositor; nt = not tested or not shown.

SMILES	Phagocytosis inh	Measles CPE	Yeast life ext	Yeast growth inh	PTEN del growth	MRP-1 activ	E-sel TNF inh	GALR2 blocker	HCT116 bCat-KO	NPY Y2 blocker
O=C(CSc1nnc2c(Cl)cc(C(F)(F)F)cn12)NCc1ccc(F)cc1	-1	16	-1	-29	87	-2.3	-3	-3	88	4
CC(C)OC(=O)CSc1nnc(-c2ccco2)n1N	0	13	4	11	95	-0.8	-13	7	89	-1
CN(C)c1ccnc(N(Cc2ccccc2)Cc2ccccc2)c1C#N	nt	15	-2	-45	85	-0.7	10	-19	74	8
CN1CCN(c2oc(-c3ccco3)nc2S(=O)(=O)c2ccccc2)CC1	0	24	-2	-32	99	-2.3	-49	12	95	3
CCOc1ccc(C(O)c2nccn2Cc2ccccc2)cc1 (stereo not given)	0	1	-8	6	77	-0.5	nt	7	81	0
CCc1ccccc1NC(=O)C1NC(=O)CC1c1ccccc1 (stereo not given)	0	11	-8	-31	106	-0.9	nt	-13	101	4
CC(C)(C)C(=O)NC1CCN(S(=O)(=O)c2ccccc2F)CC1	-1	14	-11	-41	97	-0.1	nt	1	89	2
CC(C)CN(CC(C)C)C(=O)C12CCC(C)(C(=O)C1)C2(C)C (stereo not given)	0	5	-3	-46	105	-0.9	-4	-8	86	2
Cc1ccc2c(c1)C1CN(C)CCC1N2C(=O)c1ccccc1NS(=O)(=O)c1ccc(F)cc1 (stereo not given)	-6	9	-3	-50	86	-2.4	nt	-11	88	0
CCOC(=O)N1CCN(C(=O)c2cc(S(=O)(=O)N3CCCC3)cn2C)CC1	1	6	-4	43	99	-1.5	5	11	96	-1
COc1ccc(NC(=O)C2CCN(C(=O)NCc3ccccc3)CC2)cc1	1	4	-3	-22	95	-2.5	-10	-11	96	3
Cc1cc(C(=O)CN(Cc2ccc(F)cc2)S(=O)(=O)c2ccc3c(c2)OCCO3)c(C)n1C	1	17	-4	-38	82	0.5	7	2	79	0
COc1ccc(NC(=S)N(CCCN2CCCC2)Cc2cccs2)cc1	8	5	-1	1	100	-2.7	47	-9	93	2
COc1ccc(C(=O)C(C)N(C(=O)c2ccc(Cl)cc2Cl)N2C(=O)C3C4C=CC(C4)C3C2=O)cc1 (stereo not given)	1	6	16	-41	87	-1.6	-13	10	80	-2
O=C(Nc1ccccc1)c1ccccc1N=Cc1ccccc1O	1	19	0	-28	106	1.3	20	10	99	1
Oc1ccccc1/C=N/n1c(-c2cccs2)n[nH]c1=S	0	37*	-11	-14	96	-3.8	-22	-1	83	5
CCc1ncc(C(O)c2cccc(OC)c2OC)n1C (stereo not given)	0	5	-11	-15	101	-0.9	-23	6	110	-3
O=C(CN(Cc1ccccc1)S(=O)(=O)c1ccccc1)N/N=C/c1ccc2c(c1)OCO2	nt	17	-18	-15	78	-0.5	-21	-4	74	8
Cc1ccc(-c2nn(C)c(=O)c3ccccc23)cc1CNC(=O)CSc1nc2ccccc2o1	0	5	-3	-40	90	-1.9	nt	-13	88	4
CCOc1ccccc1C(=O)OCC(=O)Nc1cc(Cl)ccc1Oc1ccccc1	4	4	2	-34	77	-0.2	6	4	73	13
CSc1nnc(Nc2ccccc2C)s1	0	5	-28	-48	83	0.1	nt	-3	94	2
Cc1cccc(NC(=S)NNC(=S)NCc2ccccc2)c1	-1	6	-3	-60	nt	-0.9	-7	1	101	29*
CCc1cn([C@H]2C[C@H](O)[C@@H](CO)O2)c(=O)[nH]c1=O	nt	9	2	7	102	0.7	nt	-5	95	-3
O=C(NCc1ccc2c(c1)OCO2)c1cccc(C(=O)NCc2ccc3c(c2)OCO3)c1	-1	11	-19	-50	86	1.6	-2	-2	91	6
C/C(CC(=O)NCc1ccco1)=N\NC(=O)Cc1ccc(-c2ccccc2)cc1	nt	6	-3	-43	93	-1.8	nt	-1	92	2
C/C(=N\NC(=O)C(NC(=O)c1ccccc1)C(C)C)c1ccccc1 (stereo not given)	nt	21	-13	1	91	-2.3	-1	3	75	2
COC(=O)CN(C#N)c1nc(OC)nc(N(C)C)n1	0	18	-5	-25	95	-2.7	nt	6	93	9
Oc1ccc(/C=N/NC(=S)Nc2cccnc2)c(O)c1	-7	9	-4	8	8	0.1	nt	0	13	3
CC(CC(=O)Nc1nncs1)c1ccccc1 (stereo not given)	nt	25	nt	-19	98	1.1	20	14	78	2
CCOc1ccccc1Nc1nnc(SCC(=O)NC(=O)c2cccn2C)s1	-6	7	0	-22	93	-2.2	16	5	94	3
c1ccc(-c2ccccc2-c2nc(-c3cccnc3)no2)cc1	-3	15	-21	-17	85	-1.1	2	-2	97	5
Cc1ccc(NC(=O)C2CCCN(S(=O)(=O)c3ccc4c(c3)oc(=O)n4C)C2)nc1 (stereo not given)	0	3	-3	-20	73	-3.3	5	10	80	4
CC(=O)c1cccc(N=C2NC(=O)C(CO)(CO)S2)c1	2	7	-5	-55	103	-0.6	-10	-9	103	3
CCC(C)C1NC(=S)N(C2CCCCC2)C1=O (stereo not given)	nt	9	-2	-44	105	-0.3	38	9	97	2
CCCOc1ccc(CCN2CCC(=O)NC2=O)cc1C	nt	6	-8	-28	122	0.0	nt	-16	105	3
O=C(CSc1nnc(SCc2ccc(Cl)cc2)s1)N/N=C/c1c(Cl)cccc1Cl	-8	11	-5	-31	103	2.4	15	0	103	17
COc1ccc2cnn(CCOc3cc(C)ccc3C(C)C)c(=O)c2c1OC	-4	13	5	-10	59	-3.2	-22	-2	64	6
Cc1ccc(NC(=O)CS(=O)CC(=O)NCCCN(C)c2ccccc2)cc1 (stereo not given)	-1	3	-6	-21	80	-0.1	nt	-1	82	2
Cc1ccc(NC2=CC(=O)OC(C)C2)cc1 (stereo not given)	1	17	-7	-29	104	0.8	12	-5	105	1
COc1ccccc1N1CCN(C(=O)CSc2ncnc3scc(-c4ccccc4)c23)CC1	nt	8	3	-27	54	1.6	nt	-10	64	4

Shown in markdown: part of the list above
| SMILES | Phagocytosis inh | Measles CPE | Yeast life ext | Yeast growth inh | PTEN del growth | MRP-1 activ | E-sel TNF inh | GALR2 blocker | HCT116 bCat-KO | NPY Y2 blocker |
| --- | --- | --- | --- | --- | --- | --- | --- | --- | --- | --- |
| CC(CC(=O)Nc1nncs1)c1ccccc1 (stereo not given) | nt | 25 | nt | -19 | 98 | 1.1 | 20 | 14 | 78 | 2 |
| CCOc1ccccc1Nc1nnc(SCC(=O)NC(=O)c2cccn2C)s1 | -6 | 7 | 0 | -22 | 93 | -2.2 | 16 | 5 | 94 | 3 |
| c1ccc(-c2ccccc2-c2nc(-c3cccnc3)no2)cc1 | -3 | 15 | -21 | -17 | 85 | -1.1 | 2 | -2 | 97 | 5 |
| Cc1ccc(NC(=O)C2CCCN(S(=O)(=O)c3ccc4c(c3)oc(=O)n4C)C2)nc1 (stereo not given) | 0 | 3 | -3 | -20 | 73 | -3.3 | 5 | 10 | 80 | 4 |
| CC(=O)c1cccc(N=C2NC(=O)C(CO)(CO)S2)c1 | 2 | 7 | -5 | -55 | 103 | -0.6 | -10 | -9 | 103 | 3 |
| CCC(C)C1NC(=S)N(C2CCCCC2)C1=O (stereo not given) | nt | 9 | -2 | -44 | 105 | -0.3 | 38 | 9 | 97 | 2 |
| CCCOc1ccc(CCN2CCC(=O)NC2=O)cc1C | nt | 6 | -8 | -28 | 122 | 0.0 | nt | -16 | 105 | 3 |
| O=C(CSc1nnc(SCc2ccc(Cl)cc2)s1)N/N=C/c1c(Cl)cccc1Cl | -8 | 11 | -5 | -31 | 103 | 2.4 | 15 | 0 | 103 | 17 |
| COc1ccc2cnn(CCOc3cc(C)ccc3C(C)C)c(=O)c2c1OC | -4 | 13 | 5 | -10 | 59 | -3.2 | -22 | -2 | 64 | 6 |

2 compounds from above, reduced to PTEN del growth and Phagocytosis inh.
Structure,PTEN del growth,Phagocytosis inh
Cc1ccc(-c2nn(C)c(=O)c3ccccc23)cc1CNC(=O)CSc1nc2ccccc2o1,90,0
CCOc1ccccc1C(=O)OCC(=O)Nc1cc(Cl)ccc1Oc1ccccc1,77,4

Carrying on.
SMILES	Phagocytosis inh	Measles CPE	Yeast life ext	Yeast growth inh	PTEN del growth	MRP-1 activ	E-sel TNF inh	GALR2 blocker	HCT116 bCat-KO	NPY Y2 blocker
Cc1ccc(S(=O)(=O)N2CCN(Cc3cccc(C)c3O)CC2)cc1	nt	2	-4	-52	93	-1.8	-21	6	89	-1
CCc1ccccc1NC(=S)NC1CC2CCCC(C1)N2Cc1cccs1 (stereo not given)	-1	14	-7	-1	22	-2.3	nt	11	24	6
CC(C)OC(=O)NC(c1ccccc1)C(Cl)(Cl)Cl (stereo not given)	-2	6	-6	-28	91	-2.8	-7	-5	97	1
COc1ccc(C(=O)Nc2ccccc2-c2ccccc2)cc1Cl	-3	5	-6	-7	88	0.4	nt	-10	80	6
Cc1ccc(S(=O)(=O)NC(C)C(c2cccs2)N2CCN(C)CC2)cc1 (stereo not given)	nt	10	nt	11	94	-3.9	-33	15	92	4
O=C(Nc1cccc(Oc2ccc3c(c2)C(=O)NC3=O)c1)c1ccco1	-1	24	-6	-51	86	-2.4	-11	7	100	4
Cc1c(NC(=O)c2cc(-n3cnnc3)ccc2Cl)cccc1-c1nc2ccccc2s1	0	22	-4	-22	77	-1.3	25	8	87	-1
COC(=O)c1sccc1-c1ccc(C(=O)Nc2ccccc2)o1	nt	11	-26	-48	87	-1.8	20	-6	94	3
O=C(COc1cc(O)c2c(=O)cc(-c3ccccc3)oc2c1)c1ccccc1	nt	4	-8	-35	65	-3.3	-26	-1	61	4
COc1ccc(CN2C(=O)NC3(CCOc4ccccc43)C2=O)cc1F (stereo not given)	-6	6	-1	-1	104	1.5	28	7	102	10
Cc1cc(C2=NNC(=NCc3ccccc3)SC2)c(C)n1-c1c(C)n(C)n(-c2ccccc2)c1=O	-5	14	1	-21	89	-4.2	-6	-9	89	2
O=C(CSc1nnc(-c2ccccn2)n1Cc1ccco1)Nc1ccc2c(c1)OCO2	nt	31	-9	-31	94	-2.0	1	2	89	3
CNC(=O)/C=C1\NC(C)(C)Cc2ccccc21	-1	22	-3	-12	96	-1.6	14	15	107	1
CC(C)c1nnc(NC(=O)C2CCN(c3nc4ccccc4s3)CC2)s1	0	1	-3	-54	89	-3.0	-5	7	97	4
CC(=O)N1CCN(C2=NC(=O)C(=C3CCCCC3)S2)CC1	nt	5	nt	-24	97	-1.1	-9	8	94	-1
CC(=O)Nc1c(O)n(C)c2ccccc12	-1	12	-1	24	94	-1.4	-64	12	91	2
c1ccc(NCc2nnc3n2CCCCC3)cc1	0	2	-5	-9	95	-2.1	0	2	97	-1
O=C(C1CCN(S(=O)(=O)c2cccc3nsnc23)CC1)N1CCN(c2ccccc2F)CC1	nt	8	-16	-2	81	-0.3	nt	-8	75	2
Cc1onc(-c2c(Cl)cccc2Cl)c1C(=O)Nc1ccc2c(c1)OCO2	nt	14	-1	-65	nt	-0.2	nt	6	78	3
